NALP1 inh = inhibitors of NALP1 inflammasome in yeast; S. cerevisiae NALP1/ASC/caspase-1 growth, X-gal OD620, 72 h; inhibition, % at 10 µM; 280,000 tested, 0.61% active; in the data active means inhibition mostly above about 24%, no sharp cut-off; inactive means mostly below about 32%; further: some compounds called inactive have numbers as strong as hits
NS3 helicase inh = blocks Hepatitis C virus NS3 helicase unwinding | NS3 helicase DNA unwinding, Cy5 molecular beacon fluorescence | inhibition, % at 10.9 µM | 290,000 tested, 0.56% active;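 active means inhibition above the mean of all tested compounds plus 3 SD, set per campaign, cut at about 35% in these data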;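 further: 0% = DMSO wells and 100% = thioflavine S control wells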
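Control set: DMSO versus 110 µM thioflavine S; Material: NS3 helicase fragment of HCV; Measured by: Cy5 fluorescence at 0 and 60 min, beacon hairpin quenching; Read-out basis: percent inhibition from t60/t0 fluorescence ratio; Times: reaction time 60 min, 25 °C; Repeats: single replicate; Compound dosing: single dose, 10.9 µM nominal final, DMSO 0.8% final.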
VIM-2 inhibitor = blocks Pseudomonas aeruginosa VIM-2 metallo-beta-lactamase | purified VIM-2, nitrocefin hydrolysis, epi-absorbance fluorescence | inhibition, % at 5.6 µM | 290,000 tested, 0.89% active;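 active means inhibition above the mean of all tested compounds plus 3 SD, cutoff set per screening run, cut at about 7.5% in these data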;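 further: red hydrolysis product quenches plate fluorescence so inhibitors raise well fluorescence; 0% = enzyme with DMSO and 100% = DMSO without enzyme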
MEKK2 WT-MEK5 = raises or lowers MEK5 binding to wildtype human MEKK2 PB1 domain. Q9Y2U5. bead flow cytometry, Alexa488-MEK5 binding to MEKK2 WT; actives lie on both sides. binding response (% of control), % at 10 µM. 290,000 tested, 1.1% active; in the data active means binding response below about 67% or above about 130%
SUMO HTRF inh = inhibitors of human SUMOylation (UBC9). P63279. HTRF SUMOylation assay, SAE1/SAE2 + UBC9, in vitro. inhibition, % at 35 µM. 290,000 tested, 0.36% active. AID 2006; in the data active means inhibition above about 50%, passing the limit was not always enough; further: strong numbers were not always called active
Target sequence (P63279 whole entry, looked up): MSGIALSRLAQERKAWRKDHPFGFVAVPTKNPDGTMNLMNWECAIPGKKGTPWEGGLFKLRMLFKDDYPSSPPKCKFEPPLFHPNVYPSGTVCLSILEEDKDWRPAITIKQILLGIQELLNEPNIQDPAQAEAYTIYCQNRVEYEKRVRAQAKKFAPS
M18AAP inhibitor = PfM18AAP enzyme inhibition; recombinant PfM18AAP, H-Glu-NHMec fluorogenic cleavage; inhibition, % at 7.35 µM; 290,000 tested, 1.2% active; AID 1822;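 active means inhibition above the campaign mean inhibition over all tested compounds plus 3 SD, cut at about 28% in these data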;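 further: 0% = plate median of test compound wells and 100% = 2 mM ZnCl2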
FID counter = displaces DNA intercalator in HCV helicase counter-screen; DNA fluorescent intercalator displacement, fluorescence; inhibition, % at 7.9 µM; 290,000 tested, 0.17% active; in the data active means inhibition above about 37%;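 further: 0% = vehicle and 100% = reference compound; higher means more ethidium bromide displaced from hairpin DNA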
IMP-1 inhibitor = inhibitors of Pseudomonas aeruginosa IMP-1 metallo-beta-lactamase; purified IMP-1, nitrocefin hydrolysis, epi-absorbance fluorescence; inhibition, % at 5.6 µM; 290,000 tested, 0.45% active;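 active means inhibition above the mean plus 3 SD of all compounds in the same screening run, cut at about 4.5% in these data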;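 further: 0% = IMP-1 with DMSO and 100% = DMSO wells lacking enzyme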
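system = purified recombinant IMP-1 beta-lactamase | amount = 0.2 nM IMP-1, as dispensed | medium = HEPES buffer pH 7.1 with ZnSO4 and Brij 35 | times = 25 °C, 15 min preincubation, 25 min reaction | detection = plate fluorescence quenching by hydrolysis product, ex 480/em 530 nm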
MEKK2 mut-MEK5 = signal of MEK5 binding to mutant human MEKK2 PB1 domain | AID 1530 | 290,000 tested, 0.35% active | bead flow cytometry, Alexa488-MEK5 binding to MEKK2 mutant | percent response, % at 10 µM; in the data active means percent response above about 24%, passing the limit was not always enough; further: inactives centre near 1; some results filed as inactive read as strong as hits
Starred values were filed as active, the others as inactive; . = no result given; [ ] = remark or other dose.

Results follow in this order: NALP1 inh	NS3 helicase inh	VIM-2 inhibitor	MEKK2 WT-MEK5	SUMO HTRF inh	M18AAP inhibitor	FID counter	IMP-1 inhibitor	MEKK2 mut-MEK5
C[C@@H](C(=O)NC1CCN(Cc2ccccc2)CC1)N1C(=O)N2CCc3c([nH]c4ccccc34)[C@@]2(C)C1=O
    11	-52	0.3	114	8	3	12	-2.8	6
O=C1c2ccccc2N2C(=O)c3ccccc3C2N1O (stereo not drawn)
    0	2	-1.7	100	14	0	0	-1.8	0
CCCSC(=S)c1c(C)[nH]n(-c2ccccc2)c1=O
    -8	22	-3.5	100	36	3	-9	-2.7	-1
CC(NC(=O)CSc1nc2c(cc1C#N)CN(C)CC2)c1ccccc1 (stereo not drawn)
    -13	-16	-2.9	110	32	-14	0	-5.8	7
Nc1ccc(Nc2nc(-c3cc4ccccc4oc3=O)cs2)cc1
    3	3	-1.8	91	-12	-11	5	-2.7	-3
COc1cc2[nH]c(C(=O)N(C)Cc3ccccc3)cc2c(OC)c1OC
    -76	-9	-1.3	106	8	-8	-33	-1.6	2
Nc1ccc(S(=O)(=O)Nc2nccc(/C=C/c3ccc([N+](=O)[O-])cc3)n2)cc1
    22	-10	-0.7	103	12	0	1	1.2	3
COc1ccc(CNC(=O)CCCn2ccc3cc(S(=O)(=O)N4CCCC4)ccc32)cc1
    18	-13	-3.4	107	5	1	-45	-1.4	2
CC(=O)Nc1cc(C)c2nc(NC(C)=O)sc2c1
    .	1	-2.5	96	15	-10	-2	-2.6	2
O=C(NN=C1CCC(=NNC(=O)c2ccccn2)CC1)c1ccccn1
    0	3	-2.7	96	12	32*	3	-8.9	-2
Brc1cc2c(cc1/C=N/Nc1nc(N3CCCCC3)nc(N3CCCCC3)n1)OCO2
    12	-31	-4.3	99	-11	-12	-18	-5.3	-7
Cc1ccc(S(=O)(=O)N2CCC(=O)N(C(COCc3ccc(C(F)(F)F)cc3)C(C)C)CC2)cc1 (stereo not drawn)
    31	-8	-2.1	94	-14	0	-36	-4.6	-2
CC(=O)N/C(=N\c1nc(C)cc(C)n1)Nc1ccccc1Cl
    19	10	3.6	103	8	2	-7	-3.8	3
CCN1CCN(S(=O)(=O)c2c(C)cc(C)cc2C)CC1
    11	1	0.0	110	18	-14	4	1.1	5
NC(=O)c1nsc(C(=O)N(Cc2cccnc2)C(C(=O)NCc2ccccc2)c2ccc(O)cc2)c1N (stereo not drawn)
    15	24	-1.6	103	10	5	-21	0.6	0

Additional structures follow:
Results follow in this order: NALP1 inh	NS3 helicase inh	VIM-2 inhibitor	MEKK2 WT-MEK5	SUMO HTRF inh	M18AAP inhibitor	FID counter	IMP-1 inhibitor	MEKK2 mut-MEK5
N/C(=N\OC(=O)Cc1ccccc1)c1ccncc1
    -14	7	0.1	84	0	-2	1	-2.0	-10
COc1ccc(-n2c3c(cc(C#N)c2=O)C(=O)CCC3)cc1
    14	4	0.3	102	23	-4	-1	0.0	1
Cc1cc(SCc2ccccc2)nc(=O)[nH]1
    -16	-5	-0.6	2.0*[inhibitor]	4	-3	-1	-0.6	-17
COC(=O)C1=C(C)N(CCCC(=O)O)C(=O)NC1c1ccc(Br)cc1 (stereo not drawn)
    17	11	-3.4	90	0	-2	-19	-3.6	-4
Cc1ccc(NS(=O)(=O)c2ccc3[nH]c(=O)sc3c2)cc1
    -6	-6	-3.2	105	6	-9	-5	-2.7	-3
Cc1cccc(CC2SC(N)=NC2=O)c1 (stereo not drawn)
    -14	-6	-0.1	96	6	0	3	-1.2	-4
C=CCn1c(SCC(=O)Nc2nnc(CC)s2)nnc1-c1ccncc1
    -14	-16	-0.1	78	31	-3	-11	0.2	-23
Cc1nn(C)cc1CN(C)C(=O)c1cc(COc2ccc(F)cc2F)on1
    -6	2	0.2	85	7	-22	-25	-2.7	-26
CN(C)CCCN1C(=O)C(=O)/C(=C(/O)c2ccc3c(c2)OCO3)C1c1cccnc1 (stereo not drawn)
    .	2	-2.3	.	.	-2	8	-3.9	.
Cc1ccc(C)c(N2CCN(S(=O)(=O)CC34CCC(CC3=O)C4(C)C)CC2)c1 (stereo not drawn)
    22	-5	1.4	102	-6	-5	-31	1.9	1
CC1CN(C(=O)c2ccc(COc3ccccc3Cl)o2)CC(C)O1 (stereo not drawn)
    23	-3	0.0	90	-3	-16	-36	-0.7	-12
Cc1ccccc1NS(=O)(=O)c1ccc(C(=O)NN2CCCCC2)cc1
    -3	3	-4.7	107	9	-5	-11	-3.0	7
CCOC(=O)c1snc(C(=O)NC2CCCCC2)c1N
    8	-4	-0.7	101	7	3	-3	-1.4	-4
Cc1ccc(C(=O)N2CCN(C(=O)CN3CCOCC3)C2)cc1
    2	-6	-2.8	102	0	-4	-18	-2.1	1
COc1ccc(CCN(C)C(=O)Cn2c(=O)oc3ccccc32)cc1OC
    23	-7	-2.0	96	6	-6	-11	0.5	-10

Part of the list above, as comma-separated lines.
Molecule,NALP1 inh,NS3 helicase inh,VIM-2 inhibitor,MEKK2 WT-MEK5,SUMO HTRF inh,M18AAP inhibitor,FID counter,IMP-1 inhibitor,MEKK2 mut-MEK5
CC1CN(C(=O)c2ccc(COc3ccccc3Cl)o2)CC(C)O1 (stereo not drawn),23,-3,0.0,90,-3,-16,-36,-0.7,-12
Cc1ccccc1NS(=O)(=O)c1ccc(C(=O)NN2CCCCC2)cc1,-3,3,-4.7,107,9,-5,-11,-3.0,7
CCOC(=O)c1snc(C(=O)NC2CCCCC2)c1N,8,-4,-0.7,101,7,3,-3,-1.4,-4
Cc1ccc(C(=O)N2CCN(C(=O)CN3CCOCC3)C2)cc1,2,-6,-2.8,102,0,-4,-18,-2.1,1

Next entries:
Results follow in this order: NALP1 inh	NS3 helicase inh	VIM-2 inhibitor	MEKK2 WT-MEK5	SUMO HTRF inh	M18AAP inhibitor	FID counter	IMP-1 inhibitor	MEKK2 mut-MEK5
O=C(Cc1ccccc1)Nn1c(-c2ccccc2)nc2ccccc2c1=O
    30	0	-2.4	98	10	0	-4	-1.6	-2
COc1ccc(/C=C/C=C2\NC(=S)NC2=O)cc1
    -3	-6	-3.5	72	-5	11	-6	-2.6	-11
Cc1ccsc1/C=N/NC(=O)C1CC(=O)N(c2ccccc2)C1 (stereo not drawn)
    28	-7	-1.6	103	11	0	-15	-2.9	0
O=C1Nc2ccccc2C(=O)N2CCCCC12 (stereo not drawn)
    0	2	-3.9	81	3	-10	10	-1.0	-9
Cc1c(Cl)ccc2c1NC(=O)[C@]21N[C@@H](CCC(N)=O)[C@H]2C(=O)N(c3ccc(F)cc3)C(=O)[C@H]21
    9	6	-1.7	99	3	-10	-1	-5.4	2
CSc1ccccc1NC(=O)CN(C)C(=O)c1cccc(S(=O)(=O)N(C)C)c1
    -3	4	-1.4	97	4	1	-6	1.7	-6
CCOC(=O)/C(C#N)=C\c1cn(C)c2ccccc12
    11	7	-2.1	89	-6	4	4	-3.4	-9
COc1ccc(-c2ccc(NCCC3=CCCCC3)nn2)cc1OC
    17	-7	-1.3	104	10	7	-9	-3.1	3
COc1ccc(/C=N/N=C2/CC(C)(C)Cc3n[nH]c(=O)cc32)cc1
    -9	5	-2.8	.	91	3	-3	-2.3	.
CC(=O)Nc1cccc(/C(C)=N/NS(=O)(=O)c2ccc(C)cc2)c1
    12	20	-1.1	107	27	-1	-6	-3.0	8
CCCN(CCC)c1cc(Cl)nc(N)n1
    2	-2	0.6	104	-1	-12	0	-1.8	-2
CNc1nc(Sc2ccccc2)cc(C(F)(F)F)n1
    13	10	-4.4	97	3	-2	-5	-2.4	1
CC(=O)c1sc(NC(=O)c2cc(-c3ccccc3)nn2-c2ccccc2)nc1C
    .	4	0.9	101	-16	-9	-5	-2.3	-2
CCOc1ccc2nc(SCC(=O)NC(=O)C(C)C)sc2c1
    -2	0	1.5	84	2	3	-4	-1.4	-10
CCN(Cc1ccncc1)C(=S)Nc1c(C)cccc1C
    3	7	-2.0	104	9	-3	-2	-2.2	5

Additional structures follow.
Results follow in this order: NALP1 inh	NS3 helicase inh	VIM-2 inhibitor	MEKK2 WT-MEK5	SUMO HTRF inh	M18AAP inhibitor	FID counter	IMP-1 inhibitor	MEKK2 mut-MEK5
CCOc1ccccc1C(=O)N(Cc1cccs1)C1CCS(=O)(=O)C1 (stereo not drawn)
    18	1	-2.2	101	25	-1	-4	-2.1	-2
COc1ccc(S(=O)(=O)Nc2nnc(CC(C)(C)C)s2)cc1
    4	20	3.4	100	2	-12	-33	-0.9	-4
CN1C=CC=C/C1=C1/N=C(c2ccccc2)OC1=O
    14	0	-1.9	107	2	1	-2	-2.7	4
COC1=CC(=O)CC(C)C12Oc1cc(OC)cc(OC)c1C2=O (stereo not drawn)
    -6	.	.	113	6	.	.	.	6
O=C(NCc1ccc(Cl)cc1)C1CCCN1C(=O)Nc1ccc(F)cc1 (stereo not drawn)
    -2	5	1.4	101	-21	3	-6	-2.5	0
Cc1c(C)c2ccc(OCC(=O)N[C@@H](Cc3ccccc3)C(=O)O)cc2oc1=O
    1	15	-3.7	98	9	3	-26	-4.1	1
O=C(CN1CCOCC1)Nc1ccc(OC(F)(F)F)cc1
    3	0	-1.5	95	-1	6	3	-3.5	-2
CCCOc1ccccc1Cn1c(=O)oc2ccccc21
    15	-13	1.1	97	13	-10	-15	0.6	-2
O=c1c(-c2ccc(O)cc2)coc2c(C3O[C@H](CO)[C@@H](O)[C@H](O)[C@H]3O)c(O)ccc12 (stereo partly drawn)
    9	3	-2.9	110	30	13	-6	-3.9	10
NS(=O)(=O)c1ccc(N/C=C/C(=O)c2ccc(Br)cc2)cc1
    18	13	1.8	95	-5	-11	-7	1.4	-1
CCc1ccc(NC(=O)CSC2=C(C#N)C(c3ccco3)C3=C(CCCC3=O)N2)cc1 (stereo not drawn)
    -19	-13	-0.9	100	16	25	-9	-3.3	2
Cn1cc(C(=O)CCl)c2ccccc21
    -4	1	-3.2	85	1	1	4	-3.5	-9
N#CC1=C2SCC(O)(c3ccccc3)N2C(=O)CC1c1ccccc1F (stereo not drawn)
    13	8	-1.1	96	-12	6	-14	-2.9	1
COc1ccc(CN(C)CC(O)COc2ccc(C(=O)c3ccccc3)cc2)c(OC)c1OC (stereo not drawn)
    16	-66	1.6	126	-5	7	27	-1.0	11
Fc1ccc(CNCc2ccc3c(c2)OCO3)cc1
    4	10	0.5	119	3	0	2	-3.0	5

The list continues:
Results follow in this order: NALP1 inh	NS3 helicase inh	VIM-2 inhibitor	MEKK2 WT-MEK5	SUMO HTRF inh	M18AAP inhibitor	FID counter	IMP-1 inhibitor	MEKK2 mut-MEK5
Cc1ccc(CNC(=O)COC(=O)Cc2ccc(-c3ccccc3)cc2)cc1
    10	-3	-1.2	104	3	-14	-17	-1.0	0
Cc1cc(C)nc(Nc2ccc(C)c([N+](=O)[O-])c2)n1
    -21	-11	-3.4	104	2	0	2	-1.7	-8
CC(OC(=O)c1ccco1)C(=O)NCc1ccc2c(c1)OCO2 (stereo not drawn)
    23	-1	-5.2	105	-6	-1	-2	-1.1	3
O=S(=O)(c1ccccc1)C1(C2CC(c3ccccc3)=NO2)CC(O)C1 (stereo not drawn)
    30	14	-1.2	102	7	4	-19	-3.3	0
CCCNC(=O)C1CCC(CNS(=O)(=O)c2ccc3c(c2)CC(C)N3C(C)=O)CC1 (stereo not drawn)
    -20	7	1.3	99	-2	-2	-39	-2.4	-1
CNC(=O)C1CC(=O)N(Cc2ccc3c(c2)OCO3)C(=Nc2ccc(F)cc2)S1 (stereo not drawn)
    8	-2	-2.7	96	18	-2	-2	-4.2	-1
